# Compound activity from PubChem.
# Mtb UGM inh – M. tuberculosis UGM enzyme inhibitors, primary screen, biochemical, fluorescence polarization, single point; inhibition, % at 10 µM; AID 504406, 2011; 0.06% of 320,000 active; purified UGM, fluorescence polarization probe displacement; in the data active = inhibition above about 10%, passing the limit was not always enough
# Mtb FBA inh – Mtb FBA enzyme inhibitors, primary screen, biochemical, fluorescence, strain H37Rv | Fructose-bisphosphate aldolase (Mycobacterium tuberculosis (strain ATCC 25618 / H37Rv)), … | purified M. tuberculosis FBA, fluorescence read-out | inhibition, % at 1 µM | 2.3% of 360,000 active | AID 588726, 2011; in the data active = inhibition above about 27%;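 note: 0% = vehicle and 100% = reference inhibitor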
# Y pestis TopoI – Yersinia pestis topoisomerase I inhibitors, primary screen, biochemical, cleavage product accumulation, plate reader, single point; DNA topoisomerase I (Yersinia pestis CO92); Y. pestis Topo-I cleavage product accumulation; activity, % at 10 µM; 0.064% of 360,000 active; AID 504884, 2011; in the data active = activity above about 50%, passing the limit was not always enough; note: inactives centre near 2
# BH1578 lux ind – inducers of Vibrio cholerae quorum light production without autoinducers, primary screen, BH1578 luxS cqsA deficient, single point. AID 588436, 2011. V. cholerae BH1578 lux reporter, luminescence, 6 h. 0.16% of 350,000 active. activation, % at 18.7 µM; in the data active = activation mostly above about 9.7%, no sharp cut-off; note: not every result past the cut was called active; inactives centre near 0; reference of the scale not given here
# GDH-TPI inh – GDH-TPI coupling enzyme inhibitors, primary screen, artefact control for M. tuberculosis FBA inhibitor project, biochemical, absorbance, full deck. GDH-TPI coupled enzyme counterscreen, NADH absorbance. inhibition, % at 4.8 µM. 1.2% of 360,000 active. AID 588335, 2011; in the data active = inhibition above about 30%;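 note: 0% = DMSO wells and 100% = wells lacking the enzyme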
# Mtb BioA inh – M. tuberculosis BioA enzyme inhibitors, primary screen, biochemical, plate reader, single point, HTS; AID 602481, 2012; 7,8-diaminopelargonic acid synthase BioA (Mycobacterium tuberculosis); inhibition, % at 9.99 µM; purified M. tuberculosis BioA enzyme; 0.096% of 360,000 active; in the data active = inhibition above about 40%
# TcdB GH inh – TcdB glycohydrolase inhibitors, primary screen, biochemical, single point, plate reader. inhibition, % at 9.99 µM. AID 652162, 2013. 0.24% of 350,000 active. Toxin B (Clostridioides difficile), P18177. TcdB glycohydrolase enzymatic assay; in the data active = inhibition above about 10%
# Target sequence (P18177 whole entry, looked up): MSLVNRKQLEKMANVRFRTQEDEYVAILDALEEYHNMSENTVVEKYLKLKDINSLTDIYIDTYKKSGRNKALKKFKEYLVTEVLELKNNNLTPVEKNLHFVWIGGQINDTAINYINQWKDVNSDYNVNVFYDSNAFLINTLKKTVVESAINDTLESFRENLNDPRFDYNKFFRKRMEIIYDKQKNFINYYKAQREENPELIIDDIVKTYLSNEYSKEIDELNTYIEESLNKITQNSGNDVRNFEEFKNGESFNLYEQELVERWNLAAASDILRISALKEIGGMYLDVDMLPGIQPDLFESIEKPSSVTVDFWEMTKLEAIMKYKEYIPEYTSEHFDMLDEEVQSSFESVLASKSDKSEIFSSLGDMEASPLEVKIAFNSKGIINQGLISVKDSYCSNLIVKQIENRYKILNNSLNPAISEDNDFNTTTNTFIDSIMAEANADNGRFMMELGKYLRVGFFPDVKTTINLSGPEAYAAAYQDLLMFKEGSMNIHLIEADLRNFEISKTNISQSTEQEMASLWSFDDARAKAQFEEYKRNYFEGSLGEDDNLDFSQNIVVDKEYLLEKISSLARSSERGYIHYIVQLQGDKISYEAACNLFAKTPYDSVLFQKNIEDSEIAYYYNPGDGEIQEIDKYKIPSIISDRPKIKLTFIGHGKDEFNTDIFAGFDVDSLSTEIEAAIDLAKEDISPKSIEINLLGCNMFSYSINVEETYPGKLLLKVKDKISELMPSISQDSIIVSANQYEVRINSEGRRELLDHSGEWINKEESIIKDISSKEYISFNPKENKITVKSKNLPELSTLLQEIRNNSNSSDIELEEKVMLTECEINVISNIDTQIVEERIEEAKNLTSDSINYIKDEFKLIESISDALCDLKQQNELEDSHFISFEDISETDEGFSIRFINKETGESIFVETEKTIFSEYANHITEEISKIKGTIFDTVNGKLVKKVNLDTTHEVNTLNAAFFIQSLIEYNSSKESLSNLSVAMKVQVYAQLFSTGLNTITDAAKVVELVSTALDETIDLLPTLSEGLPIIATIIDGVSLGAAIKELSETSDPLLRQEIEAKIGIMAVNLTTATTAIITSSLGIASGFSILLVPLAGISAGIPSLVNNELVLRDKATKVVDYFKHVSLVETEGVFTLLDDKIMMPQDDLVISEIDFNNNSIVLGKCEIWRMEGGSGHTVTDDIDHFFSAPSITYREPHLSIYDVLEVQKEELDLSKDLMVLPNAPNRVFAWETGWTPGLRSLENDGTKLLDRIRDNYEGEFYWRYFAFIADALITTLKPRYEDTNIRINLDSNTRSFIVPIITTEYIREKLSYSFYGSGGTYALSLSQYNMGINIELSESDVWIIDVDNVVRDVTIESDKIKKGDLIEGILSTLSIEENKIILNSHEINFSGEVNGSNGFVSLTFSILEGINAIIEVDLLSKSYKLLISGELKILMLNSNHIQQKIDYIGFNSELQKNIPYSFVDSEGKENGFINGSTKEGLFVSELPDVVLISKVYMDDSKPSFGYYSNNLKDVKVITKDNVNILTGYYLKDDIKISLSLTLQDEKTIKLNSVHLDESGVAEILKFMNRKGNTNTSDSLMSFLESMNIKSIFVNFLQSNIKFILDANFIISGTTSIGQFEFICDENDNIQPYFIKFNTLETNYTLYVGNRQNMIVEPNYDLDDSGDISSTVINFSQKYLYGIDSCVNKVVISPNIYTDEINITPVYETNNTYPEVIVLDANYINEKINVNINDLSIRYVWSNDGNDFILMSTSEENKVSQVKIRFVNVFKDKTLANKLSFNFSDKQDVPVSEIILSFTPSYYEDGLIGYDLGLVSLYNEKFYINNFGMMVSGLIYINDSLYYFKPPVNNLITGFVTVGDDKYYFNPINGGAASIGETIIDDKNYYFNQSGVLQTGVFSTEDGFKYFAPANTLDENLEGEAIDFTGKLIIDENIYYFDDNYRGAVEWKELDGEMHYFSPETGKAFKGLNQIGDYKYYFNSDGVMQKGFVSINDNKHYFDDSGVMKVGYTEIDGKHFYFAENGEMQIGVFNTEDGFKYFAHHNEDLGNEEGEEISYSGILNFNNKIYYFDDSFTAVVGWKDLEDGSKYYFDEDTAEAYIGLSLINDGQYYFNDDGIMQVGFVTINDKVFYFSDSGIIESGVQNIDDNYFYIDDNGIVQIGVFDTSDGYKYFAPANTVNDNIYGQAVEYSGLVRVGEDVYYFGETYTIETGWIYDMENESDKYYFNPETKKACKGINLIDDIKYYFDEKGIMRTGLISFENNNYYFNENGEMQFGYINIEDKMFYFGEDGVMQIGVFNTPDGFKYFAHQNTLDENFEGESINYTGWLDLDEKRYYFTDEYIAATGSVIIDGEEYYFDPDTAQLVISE
# FadD28 FP inh – inhibitors of FadD28 bisubstrate probe binding, primary screen, biochemical, fluorescence polarization, single point; Mycobacterium tuberculosis FadD28 fatty-acid-AMP ligase; inhibition, % at 12.5 µM; 0.22% of 360,000 active; AID 588549, 2011; in the data active = inhibition above about 8.5%, passing the limit was not always enough
# PfHsp40 yeast – rescue of yeast from PfHsp40 toxicity, primary screen, S. cerevisiae, ATP luminescence. S. cerevisiae expressing PfHsp40, growth rescue. growth rescue, % at 12.5 µM. 0.68% of 340,000 active. AID 504582, 2011; in the data active = growth rescue above about 28%, passing the limit was not always enough;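 note: yeast W303a lacking pdr1 and pdr3 grown in galactose medium; growth measured after three days at 30 °C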
# * hit, by the source's call; i = inactive; . = no result given.
SMILES,Mtb UGM inh,Mtb FBA inh,Y pestis TopoI,BH1578 lux ind,GDH-TPI inh,Mtb BioA inh,TcdB GH inh,FadD28 FP inh,PfHsp40 yeast
Cc1cccc(NC(=O)Cc2noc3ccccc23)c1,0.3,2,6,-0.3,5,1.0,.,1.3,-1.6
O=C(COC(=O)c1ccccc1Oc1ccccc1)NC1CCS(=O)(=O)C1 (stereo unspecified),0.5,-4,-5,0.8,1,0.3,.,-1.3,0.2
CN1OC[C@@H]2CN(C(=O)c3ccc(-c4ccccc4)cc3)[C@H](c3ccc(-c4cccc(F)c4)cc3)C[C@@H]21,.,0,13,i,-9,1.0,0.7,-1.9,.
COc1ccc(OCC(=O)NNC(=O)c2cccnc2)cc1,-1.3,-2,-5,14,4,0.2,.,-3.7,0.3
CCN(C(=O)COC(=O)c1ccccc1OCc1ccc(Cl)cc1)C1CCS(=O)(=O)C1 (stereo unspecified),0.2,-3,26,-3.2,10,8.8,2.4,-5.5,1.1
CC1=CC(=Nc2c(C)n(C)n(-c3ccccc3)c2=O)C=C(C)C1=O,1.6,23,-16,-0.3,15,-1.3,0.3,0.7,0.8
Cc1ccnc(NS(=O)(=O)c2ccc(NC(=O)C3CCCCC3)cc2)n1,2.8,0,9,i,3,-0.8,.,0.1,-0.1
COC(=O)Cc1[nH]nc2c1C(C1C=CCCC1)C(C#N)=C(N)O2 (stereo unspecified),0.5,-1,-7,i,-1,0.3,.,-4.8,-1.7
O=C(COC(=O)c1ncc(Cl)c(Cl)c1Cl)NCCc1ccccc1,0.5,3,24,-0.6,5,0.5,-2.8,-2.3,1.4
CCCCOc1ccc(NC(=O)C2CC=CCC2C(=O)O)cc1 (stereo unspecified),-2.1,1,2,-1.0,9,-1.5,0.2,-1.5,-0.3
Cc1ccc(Cn2c(C(C)Nc3nc(-c4ccc(F)cc4)cs3)nc3cc(C(=O)NCCCO)ccc32)cc1 (stereo unspecified),-2.8,-6,48,i,9,0.3,0.0,-5.9,-2.0
COc1ccc(N(CC(=O)Nc2ccc3c(c2)OCO3)S(C)(=O)=O)c(OC)c1,1.6,1,1,i,-2,5.6,.,-1.6,-0.6
CN(C)C1=NC[C@H](Cc2ccccc2)N1CCCC1CCCC1,-1.2,-1,-1,1.2,8,-0.8,0.9,-1.9,-0.2
COc1ccc(NC(=O)COC(=O)CCNC(=O)c2ccco2)cc1Cl,5.7,0,0,-2.0,3,-0.2,1.2,-2.3,1.6
CCN1CCN(c2cc(C)c3cc(NC(=S)N4CCCC4)ccc3n2)CC1,-1.9,9,5,-0.4,4,.,-0.8,0.3,-1.1
COc1ccc(NC(=O)C2CCN(S(=O)(=O)c3c(C)noc3/C=C/N(C)C)CC2)cc1,-3.1,-5,8,0.3,37*,-0.1,1.2,-0.3,2.5
O=C1CN(C(=O)CNCc2ccccc2)c2ccccc2N1,1.9,3,-4,i,14,-2.9,-1.7,-2.2,-2.2
Cc1cccc(C(=O)Nc2sc(C)c(-c3ccccc3)c2C#N)c1,0.9,3,-3,i,14,-3.3,.,-1.5,-0.3
CN(CC(=O)NCc1ccncc1)S(=O)(=O)c1ccc(Cl)cc1,-0.9,-2,2,-0.4,2,.,0.0,-5.4,-0.5
CC(=O)Nc1ccc(NC(=O)CSc2ncc(C(=O)Nc3ccc(Cl)cc3)c(=O)n2C)cc1,2.2,-2,-2,i,10,.,.,-3.3,.
O=C(CSc1nnc(-c2ccccn2)o1)Nc1ccc(F)cc1,2.4,8,-3,i,25,-2.3,1.9,-0.4,-0.9
CC12COC3(C(=O)Nc4ccc(Cl)cc4)CC1CCC32C (stereo unspecified),1.2,6,4,-0.4,5,.,.,-0.4,1.1
CN1CCN(C(=O)c2cc3c(c(-c4cccc(Br)c4)n2)[C@H](CCO)N(S(=O)C(C)(C)C)C3)CC1 (stereo partly specified),.,-1,.,.,.,-3.1,-1.6,-0.4,.
CC(C)(C)S(=O)(=O)N1C[C@@H]2CC/C=C\C/C=C\2[C@H]1CCO,.,-1,-6,i,-16,-0.1,0.6,-3.6,-0.2
Fc1ccccc1-n1cc(-c2ccccc2)[nH]c1=S,0.1,5,-1,2.7,-6,0.8,3.0,.,-0.3
# Next part:
SMILES,Mtb UGM inh,Mtb FBA inh,Y pestis TopoI,BH1578 lux ind,GDH-TPI inh,Mtb BioA inh,TcdB GH inh,FadD28 FP inh,PfHsp40 yeast
COc1ccccc1CNC(=O)CSc1ccsc1[N+](=O)[O-],0.0,2,-4,-0.1,13,.,0.6,-1.9,0.3
CCOC(=O)c1c(C)c(C(=O)N2CCN(C(=O)c3ccco3)CC2)c(C)n1C,0.5,1,3,-0.2,11,8.8,0.6,0.8,-0.2
CCNC(=O)C1CCCN(C(=O)c2ccccc2F)CC1 (stereo unspecified),.,-1,3,0.6,1,-0.6,1.0,-3.2,.
COc1ccccc1-n1c(SCC(=O)N2CCCC2)nnc1-c1ccccc1,1.0,0,6,-0.5,3,3.5,0.9,0.0,1.1
CN1C=CC(=CC=C2C=CC(=O)C=C2)C=C1,-0.4,-5,-4,-0.5,19,-1.0,27*,-3.8,-0.6
CCc1nn(CC(=O)NCCCN2CCN(CC)CC2)c(=O)c2cc3occc3n12,-1.4,0,10,i,1,1.9,1.3,-0.9,0.0
COCCn1c(N)c(Sc2ccc([N+](=O)[O-])cc2)c(=O)[nH]c1=O,-2.5,-2,2,-1.6,11,.,-0.5,0.2,-0.9
CCCOc1ccc(C(=O)OCC(=O)NCCc2ccc(OCC)c(OCC)c2)cc1OC,-0.1,3,-7,i,-4,-2.3,0.1,0.2,-0.1
CC(C)c1ccc(NC(=S)NNC(=O)C2CC2)cc1,1.0,-2,7,i,-8,.,9.6,-4.1,0.9
CCOc1cc(/C=N/NC(=O)CN2CCCCC2)ccc1OCc1ccccc1,0.1,-1,-2,i,9,-0.3,.,0.6,-0.5
CCC(C)NC(=O)C1CCN(S(=O)(=O)N2CCOCC2)CC1 (stereo unspecified),-1.1,5,3,1.4,-5,-0.5,-0.3,-3.5,-1.3
Cc1cnc(NC(=O)C(C)N2C(=O)C3CC=CCC3C2=O)s1 (stereo unspecified),0.1,-3,11,i,3,-1.7,.,0.2,-1.2
O=C(NCc1ccc(OC(F)(F)F)cc1)C1CC(c2ccccc2[N+](=O)[O-])=NO1 (stereo unspecified),1.9,-1,-2,0.5,6,2.1,2.3,-1.3,1.8
COc1ccc(OC)c(-c2nnc3n2N=C(c2ccc(OC(F)F)c(OCC4CC4)c2)CS3)c1,0.7,-3,18,i,13,-1.7,0.4,-11,4.5
O=C(CC1C(=O)NCCN1Cc1c(F)cccc1Cl)NCCCn1cccn1 (stereo unspecified),-2.7,-1,6,-3.3,2,0.1,0.5,0.2,-0.8
O=C(CCC(=O)Nc1nnc(C2CCCCC2)s1)NCc1ccc(F)cc1,0.0,0,5,-0.3,-1,-1.3,0.4,1.3,-1.2
Cc1onc(-c2ccccc2Cl)c1C(=O)N1CCCCC1,1.7,-1,7,-0.2,5,.,1.1,.,-1.6
CN(C)S(=O)(=O)c1cccc(-c2nn(-c3ccccc3)cc2/C=C2\SC(=S)N(CC(=O)O)C2=O)c1,-1.5,2,1,-0.1,10,.,3.1,-2.3,0.9
CCCCC(=O)N=c1sc2cc([N+](=O)[O-])ccc2n1C,-2.7,0,-12,-0.2,16,-0.4,1.4,0.1,1.1
C[C@]12CCC3C(CCC4=C/C(=N/OCC(=O)NC(CCC(N)=O)C(=O)O)CC[C@@]43C)C1CCC2O (stereo partly specified),-1.0,1,-2,8.3,1,-0.4,-0.5,-0.3,0.9
C#CCSc1nccc(-c2nn(-c3ccc(C)cc3)ccc2=O)n1,-3.1,2,-4,i,29,-2.7,.,-1.4,0.4
Cc1c(C(=O)c2ccc(Cl)c([N+](=O)[O-])c2)c2ccccn2c1CCC#N,1.9,0,-5,-0.2,17,.,.,-2.6,-0.4
Cc1ccc2nc(-c3ccc(N4C(=NC(=O)CCC(=O)O)SC5CS(=O)(=O)CC54)cc3)sc2c1 (stereo unspecified),0.1,66*,17,-0.6,11,-0.2,.,-1.9,-0.3
COc1cccc(C(C#N)N2CCOCC2)c1 (stereo unspecified),1.3,1,-2,.,-3,1.7,.,1.5,0.2
CC1CC(=O)N(CC(=O)NCc2ccco2)c2ccccc2S1 (stereo unspecified),-2.3,1,-5,-0.2,9,.,.,-3.1,-1.0

# Part of the list above in order of heavy-atom count, smallest number first.
SMILES,Mtb UGM inh,Mtb FBA inh,Y pestis TopoI,BH1578 lux ind,GDH-TPI inh,Mtb BioA inh,TcdB GH inh,FadD28 FP inh,PfHsp40 yeast
CC(C)c1ccc(NC(=S)NNC(=O)C2CC2)cc1,1.0,-2,7,i,-8,.,9.6,-4.1,0.9
Cc1onc(-c2ccccc2Cl)c1C(=O)N1CCCCC1,1.7,-1,7,-0.2,5,.,1.1,.,-1.6
COc1ccccc1CNC(=O)CSc1ccsc1[N+](=O)[O-],0.0,2,-4,-0.1,13,.,0.6,-1.9,0.3
C#CCSc1nccc(-c2nn(-c3ccc(C)cc3)ccc2=O)n1,-3.1,2,-4,i,29,-2.7,.,-1.4,0.4
COc1ccc(OC)c(-c2nnc3n2N=C(c2ccc(OC(F)F)c(OCC4CC4)c2)CS3)c1,0.7,-3,18,i,13,-1.7,0.4,-11,4.5

# Following part
SMILES,Mtb UGM inh,Mtb FBA inh,Y pestis TopoI,BH1578 lux ind,GDH-TPI inh,Mtb BioA inh,TcdB GH inh,FadD28 FP inh,PfHsp40 yeast
CCc1cc(C(=O)NNC(=S)NC2CCCCC2)cs1,-2.5,-3,11,i,-5,-3.4,1.1,-3.1,0.0
COc1cc(OC)cc(C(=O)Nc2ccc(Br)cc2C(=O)c2ccccc2)c1,-0.1,-1,28,-0.3,7,.,.,-2.7,-0.3
Cc1ccc(NC(=O)CNC(=O)N2CC(=O)Nc3ccccc32)cc1F,-1.0,2,2,-12,9,1.5,0.2,-2.2,0.8
O=C(Nc1nnc(SCC(=O)N2CCCCC2)s1)c1c(F)cccc1F,1.6,3,-6,-0.2,5,-1.0,1.1,-1.3,-0.9
CCCCc1c(O)nc(SCC(=O)N2CCCCC2)n(-c2ccccc2C)c1=O,4.2,-13,0,i,-16,.,.,-3.5,1.0
COc1cc2c(C#N)c(N3CCOCC3)nc(N)c2c(N)n1,-2.4,32*,6,0.1,8,-0.7,.,0.5,-1.2
CCC(C)C(NC(=O)C1CCC(C)CC1)C(=O)Nc1cc(OC)ccc1OC (stereo unspecified),0.9,2,-1,-0.5,3,-1.9,.,-1.9,-0.1
Cc1ccc(CCNC(=O)C2CCC(CNc3c(N4CCCC4)c(=O)c3=O)CC2)cc1 (stereo unspecified),-2.1,-4,-5,1.9,3,.,0.3,-2.9,-3.1
CCN(CC)c1ccc(NC(=O)c2c(OC)cccc2OC)c(C)c1,-0.3,-2,-1,i,1,-1.1,.,0.6,0.2
CCOc1ccc(NC(=O)CSc2nc3cc(C(=O)NCC4CCCO4)ccc3c(=O)n2CC2CCCO2)cc1 (stereo unspecified),.,3,20,-0.8,5,-0.8,-1.2,-0.6,.
Cc1ccc(S(=O)(=O)N2CCC(C(=O)OCc3c(C)noc3C)CC2)cc1C,2.0,1,9,-0.8,-9,0.5,0.3,-2.7,-0.8
CCC1Sc2ccc(S(=O)(=O)N3CCN(c4ccccc4)CC3)cc2NC1=O (stereo unspecified),-0.8,-2,16,-3.1,-3,0.4,1.7,-3.4,8.0
Cc1ccc(N2C(=O)CC(Sc3nc(-c4ccccc4)c4cc(Cl)ccc4n3)C2=O)c(C)c1 (stereo unspecified),.,-1,7,i,0,-2.6,.,-2.0,-1.7
